Compound activity from PubChem BioAssay.
Cycloheximide cs: Cycloheximide Counterscreen for Small Molecule Inhibitors of Shiga Toxin | max response, % | AID 2314, 2010 | cell reporter, cycloheximide protein synthesis inhibition counterscreen | hit rate 12% among 300,000; in the data active = max response mostly above about 13%, no sharp cut-off; inactive = mostly below about 14%; note: read at 38.3 µM for the half of the compounds with a filed dose; 0% is about no effect
AMA1-RON2 inh: qHTS for Inhibitors of AMA1-RON; Towards Development of Antimalarial Drug Lead: Primary Screen | Plasmodium falciparum AMA1 (3D7) - RON2 peptide interaction | AlphaScreen AMA1-biotinylated RON2 peptide binding | Potency, µM (doses to about 58.2 µM), inactives show top-dose activity change, negative = inhibition, actives largely listed as inhibitors | hit rate 0.2% among 360,000 | AID 720542, 2013;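 note: potency is the fitted concentration of half-maximal effect; 0% = vehicle wells and -100% = peptide control; nearly all actives have a fitted effect of over 45% in size; some results filed as inactive show a strong effect at the top dose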
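AMA1 (3D7) with his tag at 25 nM final met compounds first, then biotinylated RON2 peptide at 25 nM; detection used donor plus acceptor beads, 10 µg/mL apiece, read by AlphaScreen after 30 min at room temperature.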
AmpC inh no detg: qHTS Inhibitors of AmpC Beta-Lactamase (assay without detergent). P00811. AmpC nitrocefin hydrolysis, absorbance 480 nm, 0.0001% Triton. Potency, µM (series often up to 57.1 µM), for inactives: at the highest dose activity change, negative = inhibition, hits mostly inhibitors. hit rate 0.52% among 330,000. AID 485341, 2010;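 note: potency is the fitted concentration of half-maximal effect; plate controls were no compound for no effect and no enzyme for full effect; nearly all actives have a fitted effect of over 20% in size; some results filed as inactive show a strong effect at the top dose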
Target sequence (P00811 whole entry, looked up): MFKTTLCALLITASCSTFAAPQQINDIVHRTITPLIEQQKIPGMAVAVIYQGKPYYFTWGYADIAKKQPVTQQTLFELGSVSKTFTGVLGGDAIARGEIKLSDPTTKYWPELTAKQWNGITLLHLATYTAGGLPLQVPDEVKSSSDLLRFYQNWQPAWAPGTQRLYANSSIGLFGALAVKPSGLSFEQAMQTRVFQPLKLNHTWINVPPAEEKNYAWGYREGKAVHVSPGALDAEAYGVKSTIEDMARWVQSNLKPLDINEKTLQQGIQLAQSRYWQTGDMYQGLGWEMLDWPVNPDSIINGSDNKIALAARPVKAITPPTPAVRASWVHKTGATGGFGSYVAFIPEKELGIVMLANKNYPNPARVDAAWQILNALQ
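20 mM phosphate pH 7.0 + 0.01% (detergent screen) or 0.0001% Triton X-100; 5.3 nM AmpC reagent; cpd preinc 15 min RT; nitrocefin (800 uM stock) to start; A480 q20 s × 4 min; Activity was normalised to no-enzyme and no-compound control wells.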
HCMV inh: qHTS Assay for inhibitors of the human cytomegalovirus (HCMV). HFF cells, HCMV-luciferase reporter, 72 h; stronger effect = lower value. activity change, negative = inhibition, % at 57.5 µM. hit rate 4.5% among 410,000. AID 1259415, 2018; in the data active = activity change below about -60%; inconclusive = no clear call, values can overlap the other calls; inactive = above about -39%; note: % is set by controls: 0 for no effect and ±100 for the full control effect
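Cell-based, HFFs, 1000 cells/well, 16 h 37C; cpds in DMSO + HCMV-luc, MOI 1 PFU/cell; 72 h 37C; OneGlo luminescence after 5 min RT; norm. to buffer vs Salinomycin 10uM.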
AmpC inh detg: qHTS Inhibitors of AmpC Beta-Lactamase (assay with detergent). P00811. AmpC hydrolysis of nitrocefin, absorbance 480 nm, 0.01% Triton. Potency, µM (top dose mostly 114 µM), without a hit: at the top dose activity change, negative = inhibition, hits mostly inhibitors. hit rate 0.041% among 370,000. AID 485294, 2010;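 note: potency is the fitted concentration of half-maximal effect; 0% = no-compound wells and -100% = no-enzyme wells; nearly all actives have a fitted effect of over 25% in size; some results filed as inactive show a strong effect at the top dose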
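AmpC (5.3 nM in the dispensed reagent) in 20 mM phosphate pH 7.0 with 0.01% (detergent screen) or 0.0001% Triton X-100 was preincubated with compounds for 15 min at room temperature. Nitrocefin was then added from an 800 uM solution, and hydrolysis was followed at 480 nm.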
Shiga toxin inh: A qHTS for Small Molecule Inhibitors of Shiga Toxin. Vero cells, Shiga toxin protein synthesis inhibition reporter. inhibition, % at 38.7 µM. hit rate 9.2% among 290,000. AID 2315, 2010; in the data active = inhibition mostly above about 28%, no sharp cut-off; inactive = mostly below about 43%; note: 0% is about no effect
FBPA Giardia inh: qHTS Assay for Inhibitors of Fructose-1,6-bisphosphate Aldolase from Giardia Lamblia | A8B2U2 | purified Giardia FBPA | hit rate 0.71% among 290,000 | Potency, µM (series often up to 59.6 µM), inactives show top-dose activity, negative = inhibition, actives largely listed as inhibitors; note: potency is the fitted concentration of half-maximal effect; % is set by controls: 0 for no effect and ±100 for the full control effect; nearly all actives have a fitted effect of over 55% in size
Target sequence (A8B2U2 whole entry, looked up): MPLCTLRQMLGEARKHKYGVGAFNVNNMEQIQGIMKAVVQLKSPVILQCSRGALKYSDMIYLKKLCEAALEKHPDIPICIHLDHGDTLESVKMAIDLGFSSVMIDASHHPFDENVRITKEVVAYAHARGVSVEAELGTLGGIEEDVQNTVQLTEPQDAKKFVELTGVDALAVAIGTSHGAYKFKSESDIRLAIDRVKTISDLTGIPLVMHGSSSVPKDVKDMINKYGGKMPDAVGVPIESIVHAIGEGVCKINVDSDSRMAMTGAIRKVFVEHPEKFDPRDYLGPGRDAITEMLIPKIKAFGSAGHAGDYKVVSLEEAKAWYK
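Giardia FBPA (40 nM reagent) was preincubated 10 min at RT with compound (up to 57.5 uM final), then substrate plus GAPDH/TPI/NAD/arsenate coupling system with diaphorase/resazurin was added; resorufin fluorescence (525/598 nm) was read after 20 min.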
* hit, by the source's call; u = inconclusive; x = no result given; [ ] = another dose, or the depositor's remark. Unless noted, calls come from the whole dose curve; as a rule, active = well fitted curve in the direction sought with a large enough effect; inconclusive = small, poorly fitted or top-dose-only effect, or another doubt; inactive = no such curve, though single readings can be large; an effect the other way counts as inactive or inconclusive.

Order of results: AMA1-RON2 inh	Shiga toxin inh	Cycloheximide cs	AmpC inh detg	HCMV inh	FBPA Giardia inh	AmpC inh no detg
CNS(=O)(=O)c1cc(-c2nnc(Nc3ccc(CC(N)=O)cc3)c3ccccc23)ccc1C
    -1%	-4	-2	-10%	-19	5%	61%[activator]
CCc1ccc(N2CC34C=CC(O3)C(C(=O)OC(C)C)C4C2=O)cc1 (stereo unspecified)
    21%	13	1	-3%	13	-1%	-3%
CCN(CC)c1ccc(C(=O)NNC(=O)c2ccc3c(=O)n4c(nc3c2)CCC4)cc1
    54%[activator]	x	x	u	-10	x	4%
CC(C)Oc1cccc(C(=O)C2CCCN(Cc3cnc(N4CCCC4)s3)C2)c1 (stereo unspecified)
    -5%	-16	12	0%	29	-6%	166%[activator]
COc1cccc(C(=O)Nc2cc(OC)ccc2NC(=O)c2ccco2)c1
    -11%	-28	-2	-1%	-8	x	-26%
OCCNc1nc(N2CCN(Cc3ccccc3)CC2)nc2ccccc12
    -6%	-5	-2	-13%	43	-9%	0%
Cc1ccc(C(=O)Nc2cccnc2)cc1S(=O)(=O)N1CCCCC1
    19%	-5	2	-1%	-35	5%	-13%
O=C(CCC(=O)NNC(=O)COc1ccc(Br)cc1Br)NCc1ccccc1
    78%[activator]	-12	-2	3%	2	12%	-7%
CCNc1nc(Nc2ccc(C)c(Cl)c2)c2cnn(C)c2n1
    -11%	-2	-2	-5%	-20	-1%	52%
CCOC(=O)c1ccc2c(c1)NC(=O)C(N1CCN(c3ccc(OC)cc3)CC1)S2 (stereo unspecified)
    3%	1	-5	-1%	-33	6%	-16%
CC(OC(=O)c1ccccc1)C(=O)NCc1ccco1 (stereo unspecified)
    -11%	x	x	x	-5	x	-24%
NS(=O)(=O)c1ccc(CNC(=O)/C=C/c2ccc(Cl)c(Cl)c2)cc1
    6%	-1	1	-13%	-25	0%	-44%
CN(C)C(=O)CN1C(=O)NC(c2ccccc2)(c2ccccc2)C1=O
    -4%	-11	-4	u	-10	4%	9%
CSC1=NCCN1C(=O)C12CC3CC(CC(C3)C1)C2
    5%	-10	-1	-13%	-8	1%	-2%
O=C(c1ccco1)N1CCN(C(=O)C2CCN(S(=O)(=O)c3cccs3)CC2)CC1
    14%	-12	2	-1%	20	4%	13%
COc1ccc(Cl)cc1C(=O)NCCCSc1ccccc1
    8%	-5	1	2%	u	10%	-49%
Nc1ncnc2c1ncn2[C@@H]1O[C@H](CNC(=O)[C@@H](N)Cc2ccc(C(F)(F)F)cc2)[C@@H](O)[C@H]1O
    23%	x	x	x	-14	x	3%
CC(C)c1ccc(OCC(=O)Nc2ccc(S(=O)(=O)Nc3ccccn3)cc2)cc1
    6%	1	1	5%	3	x	-43%
Nc1ccc2nc(SCc3ccccc3F)sc2c1
    1%	87*	71*	10%	49	-4%	-24%
CCOC(=O)c1nn(-c2ccc(OC)cc2)c(=O)c2c(N)scc12
    -3%	7	-3	u	-9	u	u
Cc1ccc(S(=O)(=O)Nc2cc3c4c(c2)CCC(=O)N4CCC3)cc1
    -8%	x	x	u	38	x	-23%
S=c1[nH]nc(-c2cccc(Cl)c2)n1/N=C/c1ccc(-c2ccccc2Br)o1
    52%[activator]	31	-2	7%	u	4%	-30%
O=C(CSc1nc2ccccc2c(=O)n1CCCO)N1CCc2ccccc21
    9%[11.6 µM]	-5	-3	-12%	u	5%	1%
CC(=O)N1CN(S(=O)(=O)c2ccc(C)cc2)CC1C (stereo unspecified)
    11%	21	-6	u	42	1%	-14%
O=C(COC(=O)CNS(=O)(=O)c1ccc(F)c(F)c1F)NC1CC1
    1%	x	x	-5%	-23	x	-10%
CN(CC(=O)Nc1ccc(OC(F)F)cc1)S(=O)(=O)/C=C/c1ccccc1
    0%	x	x	x	-27	x	-23%
COc1ccc(-c2csc3ncnc(N4CCN(S(=O)(=O)c5cccc(F)c5)CC4)c23)cc1
    u	x	x	-12%	-17	x	-23%
Cc1ccccc1-n1ccnc1SCC(=O)NC1CCCC1
    3%	-1	-1	u	0	-3%	-2%
CCCCNC(=O)CSc1nc2n[nH]c(C)c2c(=N)n1-c1cccc(Cl)c1C
    -4%	-2	-1	u	u	0%	-31%
Cc1cccc(CSc2ncc(CO)n2C)c1
    -4%	17	20*	-6%	-11	-12%	-15%

Reformatted with tabs: 2 of the compounds above
compound	AMA1-RON2 inh	Shiga toxin inh	Cycloheximide cs	AmpC inh detg	HCMV inh	FBPA Giardia inh	AmpC inh no detg
CC(=O)N1CN(S(=O)(=O)c2ccc(C)cc2)CC1C (stereo unspecified)	11%	21	-6	u	42	1%	-14%
CCN(CC)c1ccc(C(=O)NNC(=O)c2ccc3c(=O)n4c(nc3c2)CCC4)cc1	54%[activator]	x	x	u	-10	x	4%

More entries follow.
Order of results: AMA1-RON2 inh	Shiga toxin inh	Cycloheximide cs	AmpC inh detg	HCMV inh	FBPA Giardia inh	AmpC inh no detg
CCNC(=S)N1CCN(CC(=O)Nc2ccc(Br)cc2)CC1
    -1%	0	-1	u	-20	7%	0%
C#CCSc1[nH]c(=O)cc(C)c1C#N
    -20%	-11	-1	-15%	5	-12%	32%
CCOc1ccc(N2CC(C(=O)Nc3ccccc3F)CC2=O)cc1 (stereo unspecified)
    0%	-13	-4	0%	13	-1%	-2%
Cc1cc(NC(=O)Cn2c(C)nc3ccccc3c2=O)ccc1Br
    -3%	-9	-3	-20%	24	4%	-8%
CCOC(=O)CC/C(C)=N\N=C1\SC(CC(=O)O)C(=O)N1c1ccccc1 (stereo unspecified)
    -3%	-9	-1	5%	u	6%	-24%
O=C(O)CSc1c2c(nc3cc(C(=O)Nc4cccc(C(F)(F)F)c4)ccc13)CCC2
    -21%	-4	-2	-1%	-19	x	-38%
C=C(C)Cn1c(-c2cccs2)n[nH]c1=S
    66%[activator]	-3	1	3%	u	u	-16%
Cc1ccc(SCC(=O)OCC(=O)NCC2CCCCC2)cc1C
    -7%	x	x	u	-9	x	11%
CC1=C([N+](=O)[O-])C(c2ccccc2C(F)(F)F)NC(=O)N1C (stereo unspecified)
    -16%	13	-3	-2%	-5	3%	-6%
CN(C)C(=O)C[n+]1cccc(/C=N/O)c1
    -21%	24	-1	5%	-39	-15%	-10%
Cc1nc(COc2ccc(C(=O)Nc3ccccc3N3CCOCC3)cc2)cs1
    -10%	26*	9	-10%	6	8%	82%[activator]
Cc1ccc(S(=O)(=O)N2CCN(S(C)(=O)=O)C2C)cc1 (stereo unspecified)
    -11%	x	x	-12%	-11	x	-8%
CCOC(=O)COc1ccc(Br)cc1/C=C1\SC(N)=NC1=O
    -5%	-12	1	-9%	20	0%	-26%
CC(C)(C)c1nc(-c2ccccc2)nc2c1OCCC2
    24%	x	x	0%	9	x	25%
Cn1nc(C(=O)OCC(=O)Nc2ccccc2[N+](=O)[O-])c2ccccc2c1=O
    0%	x	x	u	-6	x	-15%
Cc1ccc(S(=O)(=O)N(C)Cc2nc(-c3ccncc3)no2)cc1
    0%	-7	8	2%	34	1%	-14%
COc1ccccc1NC(=O)N1c2ccccc2NC(=O)CC1C (stereo unspecified)
    -4%	-17	-3	0%	36	1%	-9%
N/C(=N\OC(=O)c1cccc2ccccc12)c1ccccn1
    28%	95*	57*	3%	27	-3%	-29%
COc1ccc(-c2csc(NC(=O)CSc3nnc(Nc4ccccc4C)s3)n2)cc1
    12%	28	3	2%	-70*	-1%	-34%
O=C(NN1CCOCC1)c1ccccc1F
    -10%	-4	-3	u	48	7%	-11%
CCOC(=O)c1ccc(NC(=O)CSc2nc(C)cc(=O)[nH]2)cc1
    -28%	-16	-5	0%	x	-16%	-29%
Cc1ccc(SC(CC(=O)c2ccc(C)cc2)C(=O)O)cc1 (stereo unspecified)
    4%	18	15	-6%	7	4%	-24%
CCOC(=O)C1CCCCN1C(=O)c1oc2c(Cl)cc(C)cc2c1C (stereo unspecified)
    -13%	118*	46*	0%	-15	-5%	122%[activator]
COC(=O)c1cc(S(=O)(=O)N2CCC(C)CC2)ccc1F
    -1%	-10	-4	5%	-3	1%	-1%
COc1ccc(C)cc1S(=O)(=O)N(C)CC(=O)N1CCCC1
    -7%	x	-1	-19%	19	2%	-8%
CCNS(=O)(=O)c1cc(-c2nnc(OC)c3ccccc23)ccc1C
    -1%	-10	-2	-14%	-22	3%	59%
CCOc1ccc(N(C(=O)c2snc(C(N)=O)c2N)C(C(=O)NCC2CCCO2)c2ccco2)cc1 (stereo unspecified)
    14%	-5	-7	-8%	-36	4%	73%[activator]
CCN(CCCNC(=O)C1CCN(S(=O)(=O)c2cnc[nH]2)CC1)c1ccccc1
    0%	12	-2	-6%	4	-2%	-2%
CCOC(=O)c1ccc(NC2c3ncccc3C(=O)N2Cc2ccc(F)cc2)cc1 (stereo unspecified)
    4%	-9	-2	u	19	-11%	110%[activator]
CCCC(C)NC(=O)Cn1c(=O)c2c(ncn2CCC(C)C)n(Cc2ccccc2)c1=O (stereo unspecified)
    -4%	4	-1	-2%	-11	-6%	0%
c1ccc2[nH]c(SN3CCOCC3)nc2c1
    x	-5	4	-10%	x	3.5µM*	-7%
Cc1csc(C(=O)O)c1NC(=O)c1ccc(F)cc1
    9%	-2	-2	-3%	-16	4%	-9%
CCOC(=O)CCC(=O)Nc1ccc(S(=O)(=O)N2CCc3ccccc32)cc1
    -1%	-8	-2	0%	0	-9%	-10%
COc1ccc(CCN(C)S(=O)(=O)c2cn(C)c(=O)n(C)c2=O)cc1OC
    2%	x	x	-8%	-30	x	-11%
O=C(C(c1ccccc1)c1ccccc1)N1CC[C@@]2(O)CCCC[C@H]2C1
    u	-8	-1	3%	-7	3%	49%
O=C(CSc1ccc2nnc(CCNC(=O)c3ccc(F)cc3)n2n1)NCC1CCCO1 (stereo unspecified)
    11%	0	-2	-12%	-2	x	-4%
CS(=O)(=O)N1CCc2cc(S(=O)(=O)Nc3ccc4c(c3)OCCO4)ccc21
    -11%	-5	1	0%	-84*	3%	-15%
O=C(O)COc1ccc2c(c1)OCCO2
    -5%	-8	-6	-11%	3	6%	-11%
COCCn1nnnc1C(c1ccc(Cl)cc1)N1CCN(C(=O)c2ccco2)CC1 (stereo unspecified)
    -10%	14	-2	u	14	-22%	71%[activator]
COc1ccc(-n2c(CNC(=O)COc3ccc(Cl)cc3)n[nH]c2=S)cc1
    53%[activator]	-18	-5	-14%	43	-4%	-11%
CCCCC/C=C\C/C=C\C/C=C\C/C=C\CCCC(=O)NCCc1ccc(O)c(O)c1
    x	45	19	x	x	u	x
